Source: PubChem (Fisher Drug Discovery Resource Center)
hcGAS inh: inhibitors of human cGAS | Q8N884 | recombinant h-cGAS, ATP depletion, Kinase-Glo luminescence | inhibition, % at 12.5 µM | hit rate 0.081% among 290,000;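 further: 0% = vehicle reaction and 100% = reaction without DNA for no activity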
Target sequence (Q8N884 whole entry, looked up): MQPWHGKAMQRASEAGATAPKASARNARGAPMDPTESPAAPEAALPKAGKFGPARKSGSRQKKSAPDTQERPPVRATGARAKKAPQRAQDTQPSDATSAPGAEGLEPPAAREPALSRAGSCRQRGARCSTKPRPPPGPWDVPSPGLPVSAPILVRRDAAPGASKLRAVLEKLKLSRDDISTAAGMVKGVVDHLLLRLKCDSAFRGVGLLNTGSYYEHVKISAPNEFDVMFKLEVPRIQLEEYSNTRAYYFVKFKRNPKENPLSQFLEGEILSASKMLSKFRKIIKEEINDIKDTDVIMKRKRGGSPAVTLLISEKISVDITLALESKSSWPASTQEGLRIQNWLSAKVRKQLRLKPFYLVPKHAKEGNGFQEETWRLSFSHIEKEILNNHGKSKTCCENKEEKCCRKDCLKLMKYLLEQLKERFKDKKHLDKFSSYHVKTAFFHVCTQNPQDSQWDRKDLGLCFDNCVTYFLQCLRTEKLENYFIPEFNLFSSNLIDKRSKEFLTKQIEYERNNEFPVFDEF
NPYLR7 agonist: activates Aedes aegypti NPYLR7 receptor; hit rate 0.15% among 270,000; AID 1259423; activation, % at 10 µM; HEK293T NPYLR7/Galpha15, GCaMP6s calcium fluorescence; in the data active means activation above about 40%;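 further: 0% = vehicle and 100% = reference agonist at the receptor; some compounds past the cut are filed as inactive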
mcGAS lum: mouse cGAS inhibition by luminescence. recombinant cGAS, Kinase-Glo ATP depletion luminescence. inhibition, % at 12.5 µM. hit rate 0.15% among 160,000. AID 1259399;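 further: 0% = negative control wells and 100% = reference inhibitor with no enzyme activity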
Starred values were filed as active, the others as inactive; & = joins results of further samples. Unless noted, no stated cut-off is given here; in the data, active means inhibition above about 40%; inactive means the rest. The order is random. Share with any hit: about 0.27%.

Screening CCn1cc(S(=O)(=O)c2ccccc2)c(=O)c2cc(F)c(F)cc21 returned hcGAS inh -7, NPYLR7 agonist -6 and mcGAS lum -8.
Cc1nc(C)c(C(=O)NC(C)(C)CC(C)(C)C)s1 was read as hcGAS inh -3, NPYLR7 agonist 0 and mcGAS lum -6.
For FC(F)(F)c1cc(NCCn2ncnn2)nc(-c2cccnc2)n1 the results were hcGAS inh -10, NPYLR7 agonist 5 and mcGAS lum -17.
CSc1nnc(SCc2cc(C)no2)s1 was read as hcGAS inh -5, NPYLR7 agonist 13 and mcGAS lum -13.
CCCc1nc(C)cc(N(C)Cc2ccnc(C)c2)n1 was read as hcGAS inh -1, NPYLR7 agonist -3 and mcGAS lum -19.
`CC(=O)SCC(Cc1ccccc1)C(=O)NCC(=O)OCc1ccccc1` (centres undefined) gave hcGAS inh -3&-5 and NPYLR7 agonist -17&-5.
O=C(CSc1nnc(Cc2cccs2)n1C1CC1)N1CCOC1=O was read as hcGAS inh -6 and NPYLR7 agonist 4.
COCCN1CC(C(=O)N2CCN(c3cc(C)nc(C)c3)CC2)CCC1=O (centres undefined) was read as hcGAS inh -3, NPYLR7 agonist 6 and mcGAS lum -8.
Screening CNS(=O)(=O)CCNc1nccc(C2CCCC2)n1 returned hcGAS inh -6, NPYLR7 agonist 5 and mcGAS lum -10.
C=C(C)COc1ccccc1C(=O)NC1C=CS(=O)(=O)C1 (centres undefined) was read as hcGAS inh -5, NPYLR7 agonist -2 and mcGAS lum -16.
For O=C(N[C@H]1CC[C@@H]2SC[C@@H](C(=O)N[C@@H]3C[C@H]4CC[C@@H]3C4)N2C1=O)c1ccco1 the results were hcGAS inh -7, NPYLR7 agonist 2 and mcGAS lum -2.
`COc1ccc(NC(=O)CCCn2nc(-c3ccco3)ccc2=O)cc1OC` gave hcGAS inh -5, NPYLR7 agonist -1 and mcGAS lum -7.
Screening COc1ccc(C(NC(=O)C2CCN(Cc3ccc(N(C)C)cc3)CC2)c2ccccn2)cc1 (centres undefined) returned hcGAS inh -4, NPYLR7 agonist -7 and mcGAS lum -3.
CCOc1ccc(-c2cc(C(=O)NC(C)c3ccc(Br)cc3)c3ccccc3n2)cc1 (centres undefined) was read as hcGAS inh -1, NPYLR7 agonist 1 and mcGAS lum -4.
COc1ccc(C[C@H](NC(=O)C2=C[C@@H](NC(=O)c3ccc(C)cc3)[C@@H](O)[C@H](O)C2)C(N)=O)cc1 was read as hcGAS inh -5, NPYLR7 agonist -11 and mcGAS lum -6.
`Cc1ccc(-n2c(=O)[nH]c3c(C(=O)NCCCc4ccccc4)cn(C)c3c2=O)cc1` gave hcGAS inh -5 and NPYLR7 agonist 8.
O=S(=O)(NCC1COCCO1)c1cc(C(F)(F)F)cc(C(F)(F)F)c1 (centres undefined) was read as hcGAS inh -3, NPYLR7 agonist 3 and mcGAS lum -17.
For Cc1ccccc1-n1ncc2c1CC(C)(C)CC2NC(=O)CCc1n[nH]c2c1CCCC2 (centres undefined) the results were hcGAS inh -8, NPYLR7 agonist 2 and mcGAS lum -9.
`CC(C)CCn1c(CN(C)C2CCOC2)cnc1S(=O)(=O)C(C)C` (centres undefined) gave hcGAS inh -9 and NPYLR7 agonist 0.
For CC(C)c1cccc(C(C)C)c1NC(=O)CN1CCN(Cc2cccs2)CC1 the results were hcGAS inh -1, NPYLR7 agonist -1 and mcGAS lum -7.
Screening CNC(=O)C(C)CN(C)C(=O)Nc1ccc(NC(=O)c2ccco2)cc1 (centres undefined) returned hcGAS inh 2 and NPYLR7 agonist -4.
`Cn1c(-c2cccc(F)c2)cc2cnc(Nc3cccnc3)cc21` gave hcGAS inh -3, NPYLR7 agonist 1 and mcGAS lum -2.
Screening Cc1ccc2c(c1)C1(SCCN1C(=O)C1CCCC1)C(=O)N2Cc1cccc(C#N)c1 (centres undefined) returned hcGAS inh -4, NPYLR7 agonist 17 and mcGAS lum -4.
Fc1ccc(NN=Cc2ccccn2)c(F)c1 was read as hcGAS inh -5 and NPYLR7 agonist 2.
O=C(CN(C1CC1)S(=O)(=O)c1ccc(Cl)cc1)N1CC(=O)N(c2ccc(Cl)cc2)C1 was read as hcGAS inh -6, NPYLR7 agonist 9 and mcGAS lum -8.
COc1ccc(CCN(C)c2cc(C(C)(C)C)nc(SCc3cccc(C(=O)NCc4cccnc4)c3)n2)cc1OC was read as hcGAS inh -7, NPYLR7 agonist 4 and mcGAS lum -6.
`CC1Cc2cc(-c3csc(N(C)C)n3)ccc2N1S(C)(=O)=O` (centres undefined) gave hcGAS inh 2, NPYLR7 agonist 0 and mcGAS lum -4.
For COCCOCCC(=O)Nc1ccc(-c2noc(C(C)(C)C)n2)cc1 the results were hcGAS inh -6, NPYLR7 agonist 16 and mcGAS lum -15.
For Cc1cc(C)cc(OCC(=O)NC(C)c2ccc(-n3cncn3)cc2)c1 (centres undefined) the results were hcGAS inh -4, NPYLR7 agonist 3 and mcGAS lum -8.
For Cc1cc(C)cc(CC(=O)N2CCC2(C)C(=O)NCc2cccnc2)c1 (centres undefined) the results were hcGAS inh -8, NPYLR7 agonist 10 and mcGAS lum -6.
Screening COc1ccc(OC)c(CN(Cc2nc(C(=O)N3CCOCC3)co2)C(C)c2ccccc2)c1 (centres undefined) returned hcGAS inh -7, NPYLR7 agonist 3 and mcGAS lum -8.
For C=CCN1C(=O)C(O)(c2cnc(N)s2)c2ccccc21 (centres undefined) the results were hcGAS inh 5 and NPYLR7 agonist -5.
O=C(N=C1N=C2C=CC=CN2Cc2ccccc21)c1cn(-c2ccccc2)nc1-c1ccc(F)cc1 was read as hcGAS inh -6, NPYLR7 agonist -2 and mcGAS lum -6.
Screening COCCN(CC(=O)N1CCc2sccc2C1COc1ccc(Cl)cc1)C(=O)Nc1ccc(C)cc1 (centres undefined) returned hcGAS inh -6, NPYLR7 agonist 10 and mcGAS lum -6.
`Cc1cnc(N(C)CC(O)CO)nc1N(C)C` (centres undefined) gave hcGAS inh -3 and NPYLR7 agonist 4.
Screening CN(Cc1ccc(F)cc1)Cn1nc(-c2ccncc2)n(C2CC2)c1=S returned hcGAS inh -4, NPYLR7 agonist 12 and mcGAS lum -7.
For Cc1nnsc1CN(C)Cc1cc(F)ccc1-n1cccn1 the results were hcGAS inh -1, NPYLR7 agonist 17 and mcGAS lum -14.
`C=CCOc1ccc(Cl)cc1CN1CCOC(CN)C1` (centres undefined) gave hcGAS inh -5, NPYLR7 agonist 7 and mcGAS lum -11.
O=C(NC1CCN(c2ccccc2C(=O)NCc2cccc(C(F)(F)F)c2)CC1)c1ccc(Br)cc1 was read as hcGAS inh 5, NPYLR7 agonist 4 and mcGAS lum -5.
CCN1CCc2nc3ccccc3c(C(=O)NCc3ccc(OC)cc3)c2C1 was read as hcGAS inh -10, NPYLR7 agonist 2 and mcGAS lum -8.
Screening CC(C)(C)C(=O)N1CCN(c2ncnc3c2nnn3-c2ccc(Cl)cc2)CC1 returned hcGAS inh -1, NPYLR7 agonist -13 and mcGAS lum -2.
CCOCCCNC(=O)c1cc(NC(=O)Nc2cccc(OC)c2)ccc1N1CCC(Cc2ccccc2)CC1 was read as hcGAS inh -2, NPYLR7 agonist 0 and mcGAS lum -3.
Cc1ccc2c(c1)c1c3n2CCN(C(=O)c2ccc([N+](=O)[O-])cc2)C3CCC1 (centres undefined) was read as hcGAS inh -16 and NPYLR7 agonist 3.
`CC(Nc1ccc(-c2nccn2C)nn1)c1ccccc1` (centres undefined) gave hcGAS inh -5 and NPYLR7 agonist 7.
`CCCn1c(C)c(C)n2c3c(=O)n(CC(=O)OC)c(=O)n(C)c3nc12` gave hcGAS inh -2 and mcGAS lum -2.
Screening CC(C)(C)c1ccc(-c2ccnc3nc(N4CCN(S(=O)(=O)c5cccc([N+](=O)[O-])c5)CC4)nn23)cc1 returned hcGAS inh 2, NPYLR7 agonist 25 and mcGAS lum -4.
COc1ccc(CN2CCn3nc(C(=O)NCc4cccnc4)cc3C2=O)cc1 was read as hcGAS inh -6, NPYLR7 agonist 2 and mcGAS lum -3.
For COc1ccccc1CCNc1nncc(-c2ccccc2)n1 the results were hcGAS inh 2, NPYLR7 agonist 0 and mcGAS lum -2.
CN(C)c1ccc(C2=NOC(CN(Cc3cccc(C(F)(F)F)c3)C(=O)C3CC3)C2)cc1 (centres undefined) was read as hcGAS inh 5, NPYLR7 agonist 8 and mcGAS lum 1.
For O=C1NC(=O)C2CCCCC12 (centres undefined) the results were hcGAS inh -7 and NPYLR7 agonist -7.
For COc1cccc(OC)c1OCc1nc(-c2ccccn2)no1 the results were hcGAS inh -4 and NPYLR7 agonist 1.
For COCCN(CC(F)F)S(=O)(=O)c1ccc(Cl)cc1C#N the results were hcGAS inh -7 and NPYLR7 agonist 0.
For COCCc1noc(CN(C)C(=O)C(O)C(C)C)n1 (centres undefined) the results were hcGAS inh -9 and mcGAS lum -6.
For CNC(=O)c1ccccc1NC(=O)c1ccc2c(c1)CCCC2 the results were hcGAS inh -5 and NPYLR7 agonist 2.
`CC(=O)N(C)c1ccc(N=Nc2c(C)[nH]n(-c3nc(-c4ccc(Br)cc4)cs3)c2=O)cc1` gave hcGAS inh 5, NPYLR7 agonist 2 and mcGAS lum 0.
CCCn1cnc(NC(=O)NCCC2CCCCCC2)n1 was read as hcGAS inh -5 and NPYLR7 agonist 0.
Screening Cc1cc(NCCN(C)C)n2nc(C(F)(F)F)c(-c3ccc(Cl)cc3)c2n1 returned hcGAS inh 4, NPYLR7 agonist -1 and mcGAS lum 3.
Cc1ccc(C=CC(=O)c2ccc(I)cc2)o1 was read as hcGAS inh -8, NPYLR7 agonist 6 and mcGAS lum -3.
CCCn1cnnc1CNC(=O)c1oc2cc(OC)ccc2c1C was read as hcGAS inh -10 and NPYLR7 agonist -5.
CCn1cc(NC(=O)N2CCN(CCN3CCOCC3)CC2)c(C)n1 was read as hcGAS inh -10 and mcGAS lum -6.

Ordered by molecular weight (low to high): some entries from above
For O=C1NC(=O)C2CCCCC12 (centres undefined) the results were hcGAS inh -7 and NPYLR7 agonist -7.
For COCCc1noc(CN(C)C(=O)C(O)C(C)C)n1 (centres undefined) the results were hcGAS inh -9 and mcGAS lum -6.
CCCn1cnc(NC(=O)NCCC2CCCCCC2)n1 was read as hcGAS inh -5 and NPYLR7 agonist 0.
For CNC(=O)c1ccccc1NC(=O)c1ccc2c(c1)CCCC2 the results were hcGAS inh -5 and NPYLR7 agonist 2.
For COc1cccc(OC)c1OCc1nc(-c2ccccn2)no1 the results were hcGAS inh -4 and NPYLR7 agonist 1.
CCCn1cnnc1CNC(=O)c1oc2cc(OC)ccc2c1C was read as hcGAS inh -10 and NPYLR7 agonist -5.
For COCCN(CC(F)F)S(=O)(=O)c1ccc(Cl)cc1C#N the results were hcGAS inh -7 and NPYLR7 agonist 0.
Screening Cc1cc(NCCN(C)C)n2nc(C(F)(F)F)c(-c3ccc(Cl)cc3)c2n1 returned hcGAS inh 4, NPYLR7 agonist -1 and mcGAS lum 3.
`CC(=O)N(C)c1ccc(N=Nc2c(C)[nH]n(-c3nc(-c4ccc(Br)cc4)cs3)c2=O)cc1` gave hcGAS inh 5, NPYLR7 agonist 2 and mcGAS lum 0.

Carrying on:
Cc1csc(NC(=O)CSc2nc(=O)n(CCCN(C)C)c3c2CCC3)n1 was read as hcGAS inh -2, NPYLR7 agonist 3 and mcGAS lum -6.
`OCc1ccc(-c2nccn2CCc2cnn(-c3ccccc3)c2)o1` gave hcGAS inh -4 and NPYLR7 agonist 5.
CNC(=S)N1CCN(c2ncccn2)CC1 was read as hcGAS inh -5 and NPYLR7 agonist 19.
For CCN1C(=O)/C(=C/N(C(C)=O)c2ccccc2)SC1=S the results were hcGAS inh -4 and NPYLR7 agonist -2.
For CC1(C)C2CCC1(CS(=O)(=O)N(CCCN1CCOCC1)CC(=O)N(Cc1ccc(F)cc1)Cc1ccco1)C(=O)C2 (centres undefined) the results were hcGAS inh 1, NPYLR7 agonist -3 and mcGAS lum -3.
O=C(COc1ccc(F)cc1)Nn1c(-c2ccco2)n[nH]c1=S was read as hcGAS inh 1, NPYLR7 agonist 4 and mcGAS lum -5.
For Cc1nn(C)c(C)c1C(C)NC(=O)c1cc(-n2cccn2)ccc1Cl (centres undefined) the results were hcGAS inh -4 and NPYLR7 agonist 3.
Screening CC(Sc1nnc(N)s1)C(=O)NC1CCCCC1C (centres undefined) returned hcGAS inh -4 and NPYLR7 agonist 2.
CCC(CC)NCC(c1ccccn1)N1CCOCC1 (centres undefined) was read as hcGAS inh -7 and NPYLR7 agonist 26.
COC(=O)C1CCN(C(c2cccc(C)c2)C2Sc3nc(C)nn3C2=O)CC1 (centres undefined) was read as hcGAS inh -8, NPYLR7 agonist 0 and mcGAS lum -8.
Screening NS(=O)(=O)c1ccc(Br)s1 returned hcGAS inh -5 and NPYLR7 agonist 4.
Screening CC(=O)NCCc1cn(-c2ccc3c(c2)CCCN3C(C)=O)cn1 returned hcGAS inh -6, NPYLR7 agonist 8 and mcGAS lum -7.
For CN1CC(=O)N2C[C@@H](NC(=O)[C@@H]3Cc4ccccc4N3)C[C@H]2C1=O the results were hcGAS inh -1 and NPYLR7 agonist 17.
For Cc1ccc(-n2nc(C(=O)NCC3CC3)c(=O)n(Cc3ccc(C(F)(F)F)cc3)c2=O)cc1Cl the results were hcGAS inh -3, NPYLR7 agonist 8 and mcGAS lum -4.
Cc1ccn2c(NC(C)(C)CC(C)(C)C)c(-c3ccc(OC(=O)c4ccc(C(C)(C)C)cc4)cc3)nc2c1 was read as hcGAS inh -10, NPYLR7 agonist 14 and mcGAS lum -8.
`COC(=O)CCCCC(=O)N1CCN(CC(OCc2ccc(C(=O)OC)cc2)c2ccc(Cl)cc2)CC1` (centres undefined) gave hcGAS inh -1 and mcGAS lum -4.
